HSF1 inhib – HSF1 inhibitors in luciferase reporter cells, primary screen, cell-based, NIH3T3, luminescence. 300,000 compounds, 0.77% hits. NIH3T3-HGL HSE-luciferase, MG132-induced, luminescence 8 h; hits give low values. activity change, negative = inhibition, % at 7.5 µM (by protocol);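 active means more than half of replicate wells show activity change below -50%, luminescence cut by over half; inconclusive means some wells, but at most half, below -50%; inactive means no replicate well below -50%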;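 further: luciferase reports HSF-1 transcriptional activity via heat shock element; 0% = median of DMSO wells and -100% = zero luminescence signal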
KLF5 inh – KLF5 expression inhibitors, primary screen, DLD-1 cells, luminescence; AID 1700, 2009; inhibition, % at 5 µM; DLD-1 KLF5 promoter-luciferase reporter; 290,000 compounds, 0.23% hits;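 active means inhibition above a per-plate limit of that plate's mean compound inhibition plus 3 SD, cut at about 60% in these data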;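 further: 0% = DMSO wells and 100% = LY294002 at 200 µM; higher means less KLF5 promoter-driven luciferase light; inactives centre near -14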
aSyn UTR inh – MLPCN primary screen, SNCA 5' untranslated region; alpha-synuclein 5'UTR reporter, inhibitor activity; inhibition, % (tested at 7.5 µM); 300,000 compounds, 0.82% hits; in the data active means inhibition above about 60%; inconclusive means no clear call, values can overlap the other calls;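 further: H4 neuroglioblastoma cells stably carrying SNCA 5'UTR luciferase fusion; 0% = DMSO wells and 100% = positive control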
IEC-6 tox – cytotoxicity in IEC-6 intestinal epithelial cells, primary screen, cytotoxicity control for KLF5 inhibitor project, cell-based, luminescence; IEC-6 cytotoxicity, luminescence viability; inhibition, % at 5 µM; 290,000 compounds, 0.78% hits; AID 1825, 2009; in the data active means inhibition above about 22%;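 further: 0% = plate median of test compound wells and 100% = cytotoxic reference compound wells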
GSK3B inh – human GSK3beta kinase inhibitors, primary screen, biochemical, cell-free homogeneous, HTS | Glycogen synthase kinase-3 beta (Homo sapiens), P49841 | GST-GSK3beta kinase, ADP-Glo luminescence, 60 min; hits give low values | activity score (negative = inhibition), % at 10 µM | 300,000 compounds, 0.038% hits | AID 2097, 2009;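 active means more than half of replicate wells score below -50%, meaning over 50% inhibition versus plate controls; inconclusive means some replicates but at most half score below -50%; inactive means no replicate scores below -50%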;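 further: 0% = median DMSO wells and -100% = median GW8510 positive control wells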
Target sequence (P49841 whole entry, looked up): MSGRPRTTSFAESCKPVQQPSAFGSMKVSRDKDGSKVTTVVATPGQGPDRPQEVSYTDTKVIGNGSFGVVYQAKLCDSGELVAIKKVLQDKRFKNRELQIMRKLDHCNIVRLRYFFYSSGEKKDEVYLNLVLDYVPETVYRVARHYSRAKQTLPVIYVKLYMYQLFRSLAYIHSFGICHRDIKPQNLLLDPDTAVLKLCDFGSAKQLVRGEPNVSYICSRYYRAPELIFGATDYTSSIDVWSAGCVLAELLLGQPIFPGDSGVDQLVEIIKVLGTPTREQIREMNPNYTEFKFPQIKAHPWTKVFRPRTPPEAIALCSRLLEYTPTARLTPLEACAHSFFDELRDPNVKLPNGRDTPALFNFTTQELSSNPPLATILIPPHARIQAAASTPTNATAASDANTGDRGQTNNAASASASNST
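Test system: GST-tagged human GSK3beta kinase, cell-free; evaluation: activity score scaled between in-plate DMSO and GW8510 controls; measured by: ADP-Glo luminescence; incubation: 60 min reaction, RT; benchmarks: DMSO and 20 µM GW8510; reagent: peptide substrate plus 25 µM ATP (final); medium: Tris/MgCl2 kinase buffer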
HSP90 refold inh – HSP90 inhibitors, primary screen, cell lysate, luminescence. Heat shock protein HSP 90 (rabbit reticulocyte lysate; luciferase refolding). Rabbit reticulocyte lysate, luciferase refolding luminescence, 3 h. inhibition, % at 5.6 µM. 290,000 compounds, 0.91% hits. AID 1789, 2009;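 active means inhibition above the screen-wide mean plus 3 SD, computed separately per campaign, cut at about 16% in these data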;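 further: 0% = DMSO wells and 100% = 60 µM geldanamycin wells; inhibitors lower the luminescence because luciferase stays unfolded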
GSK3 alpha inh – blockers of GSK3A enzyme activity – biochemical, luminescence, cell-free homogeneous, HTS, primary screen; GSK-3 alpha kinase, ADP-Glo luminescence, 60 min; inhibition, % at 10 µM; 320,000 compounds, 0.1% hits;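 in the data active means inhibition above about 50%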;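 further: GST-tagged GSK-3 alpha with peptide substrate and 25 µM ATP; 0% = DMSO neutral wells and 100% = GW8510 positive control wells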
Target sequence (P49840 whole entry, looked up): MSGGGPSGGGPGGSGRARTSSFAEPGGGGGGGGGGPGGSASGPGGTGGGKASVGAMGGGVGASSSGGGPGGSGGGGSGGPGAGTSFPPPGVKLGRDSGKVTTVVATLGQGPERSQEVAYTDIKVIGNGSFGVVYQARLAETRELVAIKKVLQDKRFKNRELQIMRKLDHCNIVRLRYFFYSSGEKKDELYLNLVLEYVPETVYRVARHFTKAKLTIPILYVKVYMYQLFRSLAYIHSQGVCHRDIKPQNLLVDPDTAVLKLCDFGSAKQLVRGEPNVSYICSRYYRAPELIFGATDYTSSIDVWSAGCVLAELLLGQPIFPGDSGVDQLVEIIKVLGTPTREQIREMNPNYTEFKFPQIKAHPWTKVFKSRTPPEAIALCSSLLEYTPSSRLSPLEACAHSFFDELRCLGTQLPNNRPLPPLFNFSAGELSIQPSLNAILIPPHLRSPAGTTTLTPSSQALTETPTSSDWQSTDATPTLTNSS
HSF-1 act – HSF-1 activators, primary screen, NIH3T3-HGL cells, MG132 stress, luminescence, single point | NIH3T3-HGL HSF-1 luciferase reporter, 8 h; 100% = twice DMSO control signal | activation, % at 9 µM | 300,000 compounds, 1.7% hits | AID 504408, 2011;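 active means mean replicate activation of at least 50% with a set share of replicates each reaching 50%; inconclusive means only one of those two conditions met; inactive means mean below 50% and too few replicates reaching it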;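 further: 0% = median of the neutral control wells and 100% = twice that signal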
Dyrk1A ADPGlo – rat Dyrk1A kinase inhibitors, primary screen, biochemical, single point, plate reader; Dual specificity tyrosine-phosphorylation-regulated kinase 1A (Rattus norvegicus), Q63470; ADP-Glo luminescence, NFATc1 peptide; inhibition, % at 12.5 µM; 310,000 compounds, 0.43% hits; AID 504441, 2011; in the data active means inhibition above about 50%;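 further: plate controls were vehicle with enzyme for no effect and no enzyme for full effect; many of its hits are not listed in these tables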
Platelet DG rel – inhibitors of platelet dense granule secretion, primary screen, cell-based, MLPCN, human platelets; human platelet-rich plasma, SFLLRN dense granule ATP release, luminescence; inhibition, %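 (compounds screened at 7.5 µM in platelet-rich plasma)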; 300,000 compounds, 0.22% hits;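 active means mean replicate score, as percent of positive control, at or above 50; inconclusive means mean below 50 but at least one replicate at or above 50; inactive means mean and every replicate below 50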
Numbers without * were called inactive; u = inconclusive; x = no result given.

SMILES	HSF1 inhib	KLF5 inh	aSyn UTR inh	IEC-6 tox	GSK3B inh	HSP90 refold inh	GSK3 alpha inh	HSF-1 act	Dyrk1A ADPGlo	Platelet DG rel
CCCC(c1nnnn1CC1CCCO1)N1CCN(c2ccccc2)CC1 (centres undefined)	1	1	-1	3	-24	1	-2	2	-5	0
CCC(C(=O)Nc1ccc(C)cc1)c1ccccc1 (centres undefined)	4	-6	24	-1	-2	5	-3	-8	-7	-2
CC(Oc1ccccc1Cl)C(=O)N1CCOCC1 (centres undefined)	-5	-25	9	-1	4	0	-1	-8	1	19
COc1cc(C(O)P(=O)(OC2CCCCC2)c2ccc(N(C)C)cc2)cc(OC)c1OC (centres undefined)	28	-14	-4	4	3	0	1	57*	2	-6
COC(=O)C1=C(C)NC(C)=C(C(=O)OCC2CCCO2)C1c1ccc(Cl)c([N+](=O)[O-])c1 (centres undefined)	18	-12	8	2	2	-6	1	7	-5	10
Cc1ccc(-c2cc(C(=O)N/N=C/C=C/c3ccco3)c3ccccc3n2)cc1C	-40	20	-27	3	0	8	-2	-41	x	x
CC(=O)NCCn1c(SCc2cc(F)ccc2F)nc2ccccc2c1=O	0	19	29	2	0	2	-1	-18	-1	15
O=C(OCC1OC(n2ncc(=O)[nH]c2=O)C(OC(=O)c2ccccc2)C1OC(=O)c1ccccc1)c1ccccc1 (centres undefined)	11	19	44	2	4	3	-1	7	-10	16
CCCCC(=O)Nc1ccc(Br)cn1	18	-42	-56	-1	0	2	9	27	6	-8
CC(=O)C1=C(O)C(=O)N(Cc2ccccc2)C1c1ccc(N(C)C)cc1 (centres undefined)	-1	-26	6	-8	2	-2	-4	-1	-5	2
CCN(CC)S(=O)(=O)c1ccc(C(=O)NCc2ccc3[nH]c4c(c3c2)CCCC4)cc1	4	4	-25	-6	0	4	-2	-1	3	13
COc1ccccc1CNC(=O)C1CCN(S(=O)(=O)c2ccc3c(c2)CC(C)N3C(C)=O)CC1 (centres undefined)	6	12	4	-4	2	-4	-2	2	1	5
CCOC(=O)c1oc2ccccc2c1CN1CCN(C)CC1	-6	2	-3	1	3	2	x	-3	7	-2
CCOC(=O)N1CCC(N2Cc3cccc(C(=O)N4CCN(c5cccc(C)c5C)CC4)c3C2=O)CC1	-1	7	16	3	3	-1	-2	0	3	-1
CC(C)C(=O)Nc1ccc2oc(=O)ccc2c1	-1	-12	-8	-1	0	-4	1	-9	-3	10
COc1cc2[nH]c(=S)nc(NCc3ccc(Cl)cc3)c2cc1OC	3	1	20	30*	-1	4	-1	u	1	3
Cc1ccc(NC(=S)N2C3CCCC2CC(NC(=O)C2CC2)C3)cc1C (centres undefined)	7	-7	-5	5	0	4	0	31	6	-10
O=[N+]([O-])c1c(NCCCO)cc(N2CCCCCC2)c2nonc12	-11	-11	12	0	2	10	1	-19	0	2
Cc1[nH]c2ccccc2c1/C=N/Nc1nc(Nc2ccc(F)cc2)nc(N2CCOCC2)n1	x	18	x	56*	0	-2	-1	x	0	x
Cc1ccc(Cl)cc1NC(=O)[C@@H]1CCC(=O)N1C1OC(=O)c2ccccc21 (some centres undefined)	-2	-15	-5	-2	-2	-1	-1	7	-5	-3
O=S(=O)(c1ccc(Br)cc1)N1CCCC1c1nc2ccccc2s1 (centres undefined)	-8	-27	8	1	2	3	-2	8	2	-2
O=S(=O)(c1ccc(Cl)cc1)n1cccn1	-6	-24	3	2	1	-1	-7	2	-3	0
COc1cc(-c2noc(C)c2-c2ccc3[nH]ccc3c2)cc(OC)c1OC	0	41	-11	89*	-2	-3	1	-3	30	0
NCCCC[C@@H]1NC(=O)[C@H](CCC(=O)O)NC(=O)c2cc([N+](=O)[O-])cc(I)c2OCC[C@@H](C(N)=O)NC1=O	x	-3	x	5	x	-2	2	x	-15	x
N#Cc1c2c(c(NCCCN3CCOCC3)n3c1nc1ccccc13)CCC2	2	-29	10	-1	2	-2	11	22	15	-2
The list continues:
SMILES	HSF1 inhib	KLF5 inh	aSyn UTR inh	IEC-6 tox	GSK3B inh	HSP90 refold inh	GSK3 alpha inh	HSF-1 act	Dyrk1A ADPGlo	Platelet DG rel
CC(CC(=O)O)n1nnc2ccccc21 (centres undefined)	-1	1	-5	0	-1	5	-1	-10	-2	0
CN(Cc1ccco1)C(=O)Cn1nc(-c2ccc(Cl)cc2)ccc1=O	-1	-3	16	-2	0	2	-2	1	2	-2
COc1ccccc1CN(C)C(=O)C(NC(=O)Cc1cccc2ccccc12)C(C)C (centres undefined)	0	7	5	-5	2	8	0	8	-5	-14
Cc1ccc(CNC(=O)C2CCC(=O)N(CCc3ccc(Cl)cc3)C2)cc1 (centres undefined)	19	-38	-43	6	0	-6	-4	21	-2	-1
CCc1ccc(N=C2NC(=O)/C(=C/c3ccc(OCC(=O)O)c(OC)c3)S2)cc1	-10	-52	-7	-1	-2	1	x	3	36	0
COc1ccc(CNCCSc2nnnn2C)c(OC)c1OC	-1	-23	18	0	-1	-2	-3	15	2	0
C[C@@H](C(=O)NCCc1c[nH]c2ccccc12)[C@H]1C[C@]1(C)[C@H](NC(=O)OCc1ccccc1)c1ccccc1	-7	-19	-4	-6	2	0	-2	-5	-4	-2
Cc1ccc(-c2cc(C(F)F)n3ncc(C(=O)N4CCCCC4c4cccnc4)c3n2)cc1 (centres undefined)	0	-4	-18	0	1	0	-2	-2	-1	3
CCc1ccc(NC(=O)c2ccccc2SC)cc1	-3	-55	-177	4	-2	-1	1	29	3	-2
O=C(CCCN1C(=O)CCC1=O)Nc1ccc2c(c1)OCO2	-9	-9	-29	5	0	6	-1	6	1	-11
CCc1ccc(NC(=O)CSc2nnc(Cn3c(=O)sc4ccccc43)n2C)cc1	x	-9	x	-5	x	-3	x	x	-1	x
O=C(COC(=O)c1ccc2c(c1)C(=O)N(CCc1ccccc1)C2=O)Nc1ccc(OC(F)F)cc1	-2	-18	-1	-4	0	2	-2	5	1	-5
COc1ccc(CCNC(=S)Nc2cccc(C)c2)cc1	5	-21	14	-4	6	-1	0	-5	9	2
CC(C)n1c(SCC(=O)Nc2ccc(N3CCOCC3)cc2)nnc1-c1ccco1	0	-17	3	-10	2	-2	4	9	1	-13
CC(=O)C[C@H]1c2cc(C(F)(F)F)ccc2S(=O)(=O)N1c1ccccc1	8	x	15	x	-1	x	0	16	x	1
COc1ccc(C(C)=O)cc1CS(=O)(=O)CC(=O)O	21	-5	-31	8	3	5	-3	43	2	2
O=C(CSc1n[nH]c(-c2ccncc2)n1)Nc1ccc(Cl)c(Cl)c1	2	-12	-6	4	2	-6	5	-9	11	10
Cc1ccccc1N(CC(=O)NC1CCCCC1)C(=O)CCCC(=O)Nc1ccccn1	4	23	4	4	x	-2	-2	-2	-1	-2
OC[C@@H](O)[C@@H](O)[C@H](O)[C@H](O)CO	-36	x	12	x	1	x	-2	-49	3	1
CC1CN(C(=O)c2cc(S(=O)(=O)N(C)c3ccc(F)cc3)ccc2Cl)CC(C)O1 (centres undefined)	-71*	-9	-10	-2	4	-1	3	-76	-9	9
CCOC(=O)c1cnc2c(C#N)c(C)nn2c1-c1ccccc1	-5	6	1	-1	-2	0	0	-5	0	u
O=C(NNC(=O)c1nc(Cl)ccc1Cl)c1ccc(F)cc1	2	-35	-9	-3	2	-2	-2	-8	0	2
Cc1ccc(S(=O)(=O)NC2CCCCC2)c2nsnc12	-8	-8	4	-9	3	-3	-2	15	-2	14
COC(=O)C1=C(C)N(C)C(=O)NC1c1cc(Cl)c(O)c(OC)c1 (centres undefined)	14	-55	15	2	0	4	1	20	4	15
Clc1cccc(-c2cc3nc4c(c(N5CCOCC5)n3n2)CCCC4)c1	-6	-48	-43	3	1	4	-2	-15	-2	0
(listing goes on)
SMILES	HSF1 inhib	KLF5 inh	aSyn UTR inh	IEC-6 tox	GSK3B inh	HSP90 refold inh	GSK3 alpha inh	HSF-1 act	Dyrk1A ADPGlo	Platelet DG rel
COc1ccc(-c2nnc(SCCC(=O)O)n2-c2ccccc2)cc1OC	-4	-26	-2	0	-2	0	x	5	5	-3
CN(C)S(=O)(=O)c1cccc(NC(=O)CSc2nncn2C)c1	-8	-20	6	0	2	2	-1	6	7	-9
CCCC(=O)NC(c1ccccc1OC)c1ccc2cccnc2c1O (centres undefined)	-2	91*	124*	101*	-3	24*	-1	13	0	-8
COc1ccc(CC(CC(=O)O)C(=O)Nc2ccccc2)cc1 (centres undefined)	-1	-13	7	-4	2	0	-5	21	3	-1
COc1ccc2nc3ccccc3nc2c1NC(=O)c1ccc(Br)cc1	-2	-9	6	-5	0	-4	-5	1	1	-4
O=C(NCC(c1cccs1)N1CCOCC1)c1ccccc1NS(=O)(=O)c1cccc([N+](=O)[O-])c1 (centres undefined)	0	-28	6	4	3	-1	-3	13	-3	-4
Cc1ccc(NC(C)c2cc(Cl)ccc2O)cc1 (centres undefined)	-2	-8	-13	4	4	1	-1	0	2	4
COc1ccc(C(=O)NCC(=O)NCC(c2ccco2)N(C)C)cc1OC (centres undefined)	1	-18	-6	-1	-3	1	1	-1	2	-3
CC(C)(C)c1ccc(C(=O)NNC(=S)NCc2ccco2)cc1	17	-40	-23	0	2	2	-5	9	x	9
CCCCCNC(=O)Cc1ccc(OC)cc1	-2	-35	-17	2	-1	-2	-2	9	2	1
CCCCNC(=O)C(c1ccc(OCC(=O)OC)c(C(=O)OC)c1)N(CCc1c[nH]c2ccccc12)C(=O)CCCCCN1C(=O)NC(c2ccc(-c3ccccc3)cc2)C(C(=O)OCc2ccccc2)=C1C (centres undefined)	-80*	x	-24	x	0	x	x	-84	x	0
CCOc1ccccc1/C=N/Nc1ccccc1[N+](=O)[O-]	0	-5	-304	6	-2	-1	0	8	4	-9
CN(C1=C(N2CCOCC2)C(=O)c2ccccc2C1=O)c1ccccc1	-2	-35	u	5	-1	3	2	-12	12	-8
CCOC(=O)c1c(-c2ccccc2)oc2ccc(OCC(N)=O)cc12	-5	-5	22	-4	0	-4	-1	-6	-6	-4
CCOC(=O)N1CCN(c2cc(=O)n(-c3ccc(C)cc3)c(=O)[nH]2)CC1	1	-37	3	-4	0	-1	-2	-9	2	1
CS(=O)(=O)N1CCC(C(=O)NCc2ccccc2)CC1	-8	-16	9	-7	-2	2	-3	4	-1	-77
CCOC(=O)c1cc(=O)n(-c2ccc(Cl)cc2C)[nH]1	-1	-21	-20	0	0	0	-2	7	-5	0

High-throughput results deposited in PubChem BioAssay by several laboratories.

A portion of the library; count on the stated rates, not on these rows.
